Compound activity as filed in PubChem BioAssay.
NCI-60 one-dose screen, 48 h, at 10 µM unless noted. Numbers give growth in % (100 = growth as untreated, 0 = no growth, -100 = all killed).
NCI-H522: NCI-H522 lung cancer; 78,000 compounds, 8% hits; AID 1794739
SW-620: SW-620 colon cancer. 82,000 compounds, 5.2% hits. AID 1794795
HCT-15: HCT-15 colon cancer; 82,000 compounds, 5.2% hits; AID 1794746
NCI-H460: NCI-H460 lung cancer | 82,000 compounds, 6.8% hits | AID 1794736
HT29: HT29 colon cancer | 81,000 compounds, 7.4% hits
NCI-H322M: NCI-H322M lung cancer. 80,000 compounds, 2.7% hits
NCI-H23: NCI-H23 lung cancer; 80,000 compounds, 4% hits; AID 1794731
COLO 205: COLO 205 colon cancer | 79,000 compounds, 7.3% hits | AID 1794742
NCI-H226: NCI-H226 lung cancer; 79,000 compounds, 3.5% hits
* hit, by the source's call; . = not tested or not shown; & = joins results of further samples. How the source made its calls: active means growth percent below 10; inactive means the rest.

Second line of a record: NCI-H522	SW-620	HCT-15	NCI-H460	HT29	NCI-H322M	NCI-H23	COLO 205	NCI-H226
COc1ccc(/C=C/C(=O)c2ccc(NC(=O)CSc3nnc(-c4ccc(-c5nc6ccc(C)cc6[nH]5)cc4)o3)cc2)cc1
    80.3	110.3	103.0	116.0	100.3	108.3	86.8	114.1	85.1
Cc1cc(C)c2c(n1)sc1c(Nc3ccc(OCc4ccc(Cl)c(Cl)c4)cc3)ncnc12
    92.8	93.9	101.0	97.2	99.1	100.9	104.2	102.7	99.2
C=CC(=O)NCCSSCCNC(=O)C=C
    88.7	106.8	97.6	105.5	106.6	94.8	101.5	108.8	101.8
COc1ccc(-c2c(NC(C)=O)noc2-c2cc(OC)c3c(c2)OCCO3)cc1
    79.3	103.0	98.0	104.0	97.0	97.2	108.9	105.2	90.0
CCOC(=O)c1cc2ccccc2oc1=O
    111.3	105.2	106.8	106.4	113.7	99.9	103.7	109.2	99.2
CC(CC=O)CC=O
    106.7	93.9	96.7	101.2	105.0	120.7	91.7	99.3	.
COc1ccc2cc(-c3ccc(C(=O)N/N=C/c4ccc(OCc5ccccc5)cc4)c(C)n3)ccc2c1
    83.3	88.9	93.0	83.1	69.5	96.5	88.2	88.1	110.1
Cc1ccc(Nc2nc(N)nc(N)c2N=O)cc1C
    86.8	93.1	91.4	97.8	83.9	99.7	95.8	97.9	104.9
CCOC(=O)C1=C(C)NC(=O)NC1c1ccc(OCc2cn(-c3ccc(C(=O)O)cc3)nn2)cc1 (stereo unspecified)
    93.8	98.0	103.0	98.8	101.9	102.0	94.8	109.6	96.4
NC(=O)N1CC2(CCCCC2)CC1=O
    88.4	97.1	100.1	104.4	106.4	105.1	96.2	111.0	92.2
COC(=O)CC(CC(=O)c1ccccc1)c1ccccc1 (stereo unspecified)
    106.2	108.0	101.8	116.6	107.8	93.6	105.3	.	100.7
CCN(CC)Cc1cc(C(C)(C)CC)cc(C2CCCCC2)c1O
    99.7	102.0	111.7	100.7	101.8	114.9	108.6	114.4	108.4
COc1ccccc1/C=N/NC(=O)c1ccc(S(C)(=O)=O)cc1
    96.5	103.2	99.8	103.6	92.1	96.1	99.3	101.9	89.7
CCNC(=O)c1[nH]cc(-c2ccc(OC)cc2)c1-c1cc(OC)c2c(c1OC)OCO2
    90.1	97.1	91.3	98.6	105.7	92.5	94.6	115.0	77.4
O=[N+]([O-])c1cc(Cl)c(Cl)cc1NS(=O)(=O)c1ccccc1
    84.9	94.1	84.8	103.7	104.7	116.9	85.7	111.3	79.4

Record cards (already shown):
Entry for Cc1ccc(Nc2nc(N)nc(N)c2N=O)cc1C = NCI-H522 = 86.8; SW-620 = 93.1; HCT-15 = 91.4; NCI-H460 = 97.8; HT29 = 83.9; NCI-H322M = 99.7; NCI-H23 = 95.8; COLO 205 = 97.9; NCI-H226 = 104.9
Entry for COc1ccccc1/C=N/NC(=O)c1ccc(S(C)(=O)=O)cc1 = NCI-H522 = 96.5; SW-620 = 103.2; HCT-15 = 99.8; NCI-H460 = 103.6; HT29 = 92.1; NCI-H322M = 96.1; NCI-H23 = 99.3; COLO 205 = 101.9; NCI-H226 = 89.7

The main list resumes with the 4 entries that preceded the break.
Second line of a record: NCI-H522	SW-620	HCT-15	NCI-H460	HT29	NCI-H322M	NCI-H23	COLO 205	NCI-H226
CCN(CC)Cc1cc(C(C)(C)CC)cc(C2CCCCC2)c1O
    99.7	102.0	111.7	100.7	101.8	114.9	108.6	114.4	108.4
COc1ccccc1/C=N/NC(=O)c1ccc(S(C)(=O)=O)cc1
    96.5	103.2	99.8	103.6	92.1	96.1	99.3	101.9	89.7
CCNC(=O)c1[nH]cc(-c2ccc(OC)cc2)c1-c1cc(OC)c2c(c1OC)OCO2
    90.1	97.1	91.3	98.6	105.7	92.5	94.6	115.0	77.4
O=[N+]([O-])c1cc(Cl)c(Cl)cc1NS(=O)(=O)c1ccccc1
    84.9	94.1	84.8	103.7	104.7	116.9	85.7	111.3	79.4
CC(=O)[C@@H]1CC[C@]2(C(=O)NC3CCCCC3)CC[C@]3(C)[C@H](CC[C@@H]4[C@@](C)(CCC#N)[C@H](C(C)=O)CC[C@]43C)[C@@H]12
    79.3	110.3	96.0	101.5	101.0	110.8	99.6	128.7	98.1
C[N+](C)=Cc1c[nH]c2c1ccc1ccccc12
    103.6	108.3	99.3	104.1	112.4	96.8	91.6	119.8	90.0
O=c1[nH]cnc2c1C(c1ccc(Cl)cc1)c1sc3c(F)cccc3c1O2 (stereo unspecified)
    79.4	93.0	92.9	93.2	102.3	87.5	87.3	105.3	71.7
COc1ccc(CCNC(=S)NN)cc1OC
    102.0	99.0	123.5	101.1	103.7	108.2	99.5	112.4	105.9
Brc1ccc(SCN(CSc2ccc(Br)cc2)Cc2ccccc2)cc1
    73.0	102.4	78.8	63.1	78.9	.	.	108.3	76.6
COc1ccc(N=c2ssc(SC)c2-c2ccccc2)cc1
    78.7	101.6	.	93.4	93.7	84.2	94.5	109.6	97.6
CCCC(F)(C(N)=O)C(=O)O (stereo unspecified)
    96.4	103.5	104.6	106.7	98.5	98.7	106.2	109.9	114.8
C/C(=N\O)C(=O)c1ccc(C)cc1
    105.4	104.5	100.6	107.2	109.3	108.8	108.5	111.7	99.2
O=C(N/N=C/CCc1ccccc1)c1ccc(-n2cc(-c3ccccc3)nn2)cc1
    75.9	92.7	81.0	96.4	96.3	89.5	94.2	106.2	88.5
O=[N+]([O-])c1ccc(-c2nc3ccc(-c4n[nH]c(=S)o4)cc3[nH]2)cc1
    101.1	106.9	106.8	104.2	99.8	110.3	103.7	103.6	104.9
CC/C(=C\c1ccc(N(C)C)cc1)c1nc2ccccc2c(=O)[nH]1
    103.2	119.6	99.8	101.9	81.7	104.3	120.8	.	110.3
CSc1ncc(Br)c(Nc2ccccc2Cl)n1
    90.9	97.0	101.8	109.4	89.5	94.5	102.6	120.3	101.7
Cc1ccc(S(=O)(=O)CS(=O)(=O)c2ccc(C)cc2)cc1
    148.5&98.0	106.8&106.9	103.5&102.9	107.4&115.3	107.8&98.7	108.3	101.1&103.7	113.4&108.4	100.9
COc1cc(/C=C2\CC/C(=C\c3cc(CN4CCCC4)c(O)c(OC)c3)C2=O)cc(CN2CCCC2)c1O
    112.4	103.3	88.8	106.1	66.5	100.7	104.9	106.3	105.0
CC(C)c1ccc(/C=N\NC(=O)C[N+](C)(C)C)cc1
    92.7	104.2	105.8	112.0	96.9	115.1	101.3	107.9	93.6
CCC(C)C(NC(=O)C(Cc1ccc(O)cc1)NC(=O)OCc1ccccc1)C(=O)OC (stereo unspecified)
    83.7	107.5	87.4	108.8	104.9	107.9	104.6	108.3	111.9
C[C@@H](C[C@H](CCOCc1cccnc1)c1ccccc1)c1cc2ccccc2o1
    78.2	91.6	91.1	98.4	78.1	90.5	90.7	.	80.2
CS(=O)(=O)c1ccc(C(=O)N/N=C/c2ccccc2F)cc1
    74.0	98.7	104.1	102.0	81.4	96.0	99.4	94.1	95.2
CN1/C(=C\C=C\C2=[N+](C)c3ccccc3C2(C)C)C(C)(C)c2ccccc21
    -41.7*	8.2*	8.1*	0.2*	-33.9*	8.6*	-6.7*	-88.5*	5.6*
COc1ccc(Br)c(/C=C(\C#N)c2nc3ccccc3s2)c1
    77.1	.	81.9	84.6	101.3	85.8	88.4	107.6	85.5
COc1cc2c(Cc3ccccc3)cncc2cc1O
    95.6	99.7	108.8	99.4	101.1	114.3	85.9	89.8	.
Cc1ccc(S(=O)(=O)n2cnc(NS(=O)(=O)c3cc(C)c(Cl)cc3SCc3ccccc3)n2)cc1
    81.1	97.8	108.9	102.1	148.6	107.7	107.8	194.3	98.0
O=C(Nc1ccncc1)C(=O)c1cn(S(=O)(=O)c2ccc(F)cc2)c2ccccc12
    0.6*	12.0	23.1	74.7	1.8*	84.9	36.8	103.1	53.7
Cc1ccccc1N=P(c1ccccc1)(c1ccccc1)c1ccccc1
    .	93.0	93.7	93.2	78.8	85.2	103.9	88.0	93.6
CC(=O)Nc1ccccc1OC(=O)NC(C)(C)C
    94.3	117.4	104.0	116.2	104.6	97.8	103.0	123.6	100.6
NS(=O)(=O)c1ccc(CCn2c(=S)[nH]c3ccccc3c2=O)cc1
    56.4	93.5	83.1	103.6	86.9	95.6	98.3	129.7	102.3
CC1OCOC1C1OCOCC1OC(=O)c1ccccc1 (stereo unspecified)
    82.2	97.4	101.4	99.7	94.4	96.5	113.8	98.2	108.0
COc1cc([N+](=O)[O-])ccc1N
    103.8	106.8	94.9	108.1	107.8	102.4	105.9	111.6	101.0
COc1ccc(C(=O)N2N=C(c3ccc(F)cc3)CC2c2cn(-c3ccccc3)nc2-c2ccccc2)cc1 (stereo unspecified)
    52.4	47.3	55.9	53.3	37.6	80.0	51.0	57.0	91.2
CC(C)(C)NCC(O)c1ccc(O)c(CO)c1 (stereo unspecified)
    99.9	112.2	104.2	115.7	101.6	95.6	96.3	122.9	98.4
N=C1CC(=O)NN1c1nc(Nc2ccccc2)nc(Nc2ccc(S(N)(=O)=O)cc2)n1
    91.4	100.9	102.5	100.4	105.8	105.7	92.9	114.2	106.7
O=c1[nH]c(-c2ccc(Cl)cc2)cn1-c1ccc(-n2cc(-c3ccc(Cl)cc3)[nH]c2=O)cc1
    111.9	102.0	98.8	115.0	102.4	114.6	95.9	110.7	91.1
O=C(CN1CCN(c2cc3c(cc2F)c(=O)c(C(=O)O)cn3C2CC2)CC1)Nc1ccc(C(=O)/C=C/c2ccccc2)cc1
    10.6	41.0	56.8	7.1*	11.4	73.7	24.0	108.0	57.4
Oc1ccc(/C=C\c2cnccn2)cc1
    95.0	106.8	97.1	96.7	106.6	145.5	109.3	120.5	105.9
NC(=O)CCc1nc(N)nc(N)n1
    82.1	112.9	97.6	106.9	98.5	.	100.3	95.0	108.8
Cc1nc2cc(Cc3ccccc3)ccc2o1
    97.0	105.9	102.9	108.0	107.3	102.1	102.5	107.8	105.6
CC1=C(C(=O)Nc2nc(-c3ccc(Cl)cc3)cs2)[C@H](c2ccc(O)cc2)NC(=O)N1
    90.5	102.3	101.8	104.5	100.3	88.3	101.0	110.3	87.8
COc1ccc(/C=C/c2nc3ccccc3nc2NNC(=O)Nc2cccc(Cl)c2)cc1
    59.1	94.7	71.9	72.2	105.0	76.9	.	110.8	60.9
N#CCc1nn2c(CCC(=O)c3nc4ccccc4[nH]3)nnc2s1
    91.4	102.8	101.3	104.8	102.3	88.0	96.0	.	100.7
C[N+]1=C(C(I)C(I)c2ccc(N)cc2)C(C)(C)c2ccccc21 (stereo unspecified)
    57.7	69.6	94.2	105.4	90.7	95.9	86.8	81.8	88.8
COc1ccc(C(=O)Oc2ccc(Br)cc2)cc1
    96.9	106.1	91.0	100.3	102.7	110.6	89.5	103.8	98.3
N#C/C(=C\c1ccc(-c2ccc(Br)cc2)o1)c1nc(-c2ccco2)cs1
    93.2	95.6	80.1	91.4	99.5	85.0	89.4	102.3	88.2
COc1ccc(-c2nnc(N)s2)cc1OC
    .	106.3	106.8	108.5	104.9	123.6	103.0	101.0	92.5
COc1ccc(CSc2nc3cc(OC)c(OC)cc3c(=O)n2-c2ccc(Cl)cc2)cc1
    .	99.2	98.6	102.6	111.6	104.8	101.9	103.7	.
FC(F)(F)c1cc2c(Cl)ncnc2n1CCN1CCCCC1
    -80.1*	34.0	-30.7*	57.9	56.2	64.2	34.8	75.2	97.8
COc1cc(/C=C2\SC(N3CCCCC3)=NC2=O)ccc1OCCOc1ccc(/C=C2\SC(N3CCCCC3)=NC2=O)cc1OC
    110.0	107.0	105.3	100.1	117.1	109.6	105.6	118.6	101.9
N#CC(C#N)C(C#N)c1ccccc1 (stereo unspecified)
    94.4	108.7	102.2	106.2	111.1	104.4	104.4	107.8	96.7
O=C(NCCCNc1nccc(-c2c(-c3cccc(F)c3)nc3sccn23)n1)C1CCCCC1
    77.6	82.1	58.0	60.0	40.1	86.0	75.7	49.8	63.6
COc1ccc(C2=NN(c3ccc(Cl)cc3)C(c3cccc(Nc4ccnc5cc(Cl)ccc45)c3)C2)cc1 (stereo unspecified)
    .	97.3	75.3	91.1	59.0	92.5	87.4	80.4	84.6
C=CC(=O)NCCCNc1nc(Cl)nc2cc(OC)c(OC)cc12
    65.5	.	104.5	101.6	115.8	100.3	89.2	98.8	183.2
CC(C)Cc1cccc(C(C)C)c1NC(=O)CCC(=O)N/N=C1\C(=N/NC(=O)CCC(=O)Nc2c(C(C)C)cccc2C(C)C)C(c2ccc3c(c2)OCO3)Oc2ccccc21 (stereo unspecified)
    93.6	97.0	75.9	72.9	103.8	84.9	88.7	.	70.1
Cn1cc2c(c1)-c1ncncc1CC2
    104.5	104.9	106.9	102.4	100.4	113.3	137.2	120.9	99.4
CC(=O)c1cn(C(C)=O)c2ccccc12
    85.1&81.2	97.1&98.3	99.2&101.6	102.6&112.8	95.3&97.2	113.0&86.7	90.7&99.4	101.6&97.7	94.5&102.4
CC1=CC(=O)CC(C)C1 (stereo unspecified)
    105.2&90.1	109.2&108.9	112.9&106.2	103.1&110.8	110.1&100.2	97.7&118.9	99.4&103.4	112.9&111.7	107.2&108.1
CCOC(=O)CC1CSC(N/N=C/c2ccc(F)c(Br)c2)=N1 (stereo unspecified)
    86.2	102.1	101.2	111.7	84.8	108.5	99.8	110.4	103.9
O=C(CNc1ncco1)Nc1ccc(S(=O)(=O)c2ccc(NC(=O)CNc3ncco3)cc2)cc1
    -96.9*	-82.0*	-49.6*	-60.4*	-93.2*	75.2	4.3*	-59.9*	-17.7*
CN[C@]1(c2ccccc2Cl)CCCC[C@H]1NCCCc1ccc(F)cc1
    84.3	94.8	100.0	102.0	83.4	95.3	98.4	93.4	94.0
